# SUMO1 PPI mod: modulators of SUMO1 protein-protein interactions, primary screen, biochemical, uHTS; Small ubiquitin-related modifier 1 (Homo sapiens), P63165; SUMO1 binding to a labelled peptide, TR-FRET, 1 h; inhibition, % at 20 µM; hit rate 0.33% among 360,000; in the data active = inhibition above about 37%
# STEP inh: STEP phosphatase inhibitors, primary screen, biochemical, fluorescence intensity, uHTS; inhibition, % at 20 µM; recombinant STEP, OMFP fluorogenic substrate; Tyrosine-protein phosphatase non-receptor type 5 (Homo sapiens), P54829; AID 588621, 2011; hit rate 0.25% among 360,000;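 active = inhibition at 20 µM, scaled per plate between control wells, above about 37%, limit read from the data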;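 note: 0% = DMSO with enzyme and substrate and 100% = substrate only without enzyme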
#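 System: STEP (striatal-enriched tyrosine phosphatase) enzyme, cell-free; medium: Bis-Tris pH 6.0 buffer with DTT, detergent; dosing: 20 µM, 1% DMSO; times: reaction 20 min, ambient temperature; detection: fluorescence, 480/540 nm; read-out basis: normalized % inhibition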
# MsrA act: bovine MsrA enzyme activators, primary screen, biochemical, absorbance, HTS; purified bovine MsrA, absorbance read-out; hit rate 0.3% among 360,000; AID 602163, 2012; activation, % at 10.6 µM; Methionine sulfoxide reductase A (Bos taurus); in the data active = activation above about 7.5%;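 note: 0% = vehicle and 100% = reference activator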
# TbMetRS inhib: T. brucei MetRS inhibitors, primary screen, biochemical, luminescence. methionyl-tRNA synthetase (Trypanosoma brucei brucei). purified T. brucei MetRS, ATP depletion, Kinase-Glo luminescence. inhibition, % at 11.9 µM. hit rate 0.4% among 360,000. AID 624268, 2012;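 active = inhibition above a per-plate cutoff of the control wells' mean inhibition plus 3 SD, cut at about 5.5% in these data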;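 note: 0% = DMSO wells median and 100% = median of wells with control inhibitor compound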
#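 Material – parasite MetRS enzyme · Medium – HEPES-MgCl2-KCl buffer plus DTT, spermine, BSA, pyrophosphatase · Reagent – ATP, methionine and E. coli bulk tRNA substrates · Times – 15 min enzyme-compound preincubation, 2 h reaction, 10 min detection, 25 °C · Measured by – luminescence of leftover ATP · Evaluation – percent inhibition relative to median high and low control wells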
# CendR NRP1 mod: modulators of CendR peptide binding to NRP-1, primary screen, biochemical, fluorescence polarization, uHTS; Neuropilin-1 (Homo sapiens), O14786; FAM-RPARPAR peptide binding to NRP-1; inhibition, % at 25 µM; hit rate 0.85% among 360,000; AID 602438, 2012;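 active = inhibition or corrected inhibition above about 18%, plus a signal ratio from 0.5 to 1.5, limit read from the data, passing the limit was not always enough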; note: strong numbers were not always called active
# Target sequence (O14786 whole entry, looked up): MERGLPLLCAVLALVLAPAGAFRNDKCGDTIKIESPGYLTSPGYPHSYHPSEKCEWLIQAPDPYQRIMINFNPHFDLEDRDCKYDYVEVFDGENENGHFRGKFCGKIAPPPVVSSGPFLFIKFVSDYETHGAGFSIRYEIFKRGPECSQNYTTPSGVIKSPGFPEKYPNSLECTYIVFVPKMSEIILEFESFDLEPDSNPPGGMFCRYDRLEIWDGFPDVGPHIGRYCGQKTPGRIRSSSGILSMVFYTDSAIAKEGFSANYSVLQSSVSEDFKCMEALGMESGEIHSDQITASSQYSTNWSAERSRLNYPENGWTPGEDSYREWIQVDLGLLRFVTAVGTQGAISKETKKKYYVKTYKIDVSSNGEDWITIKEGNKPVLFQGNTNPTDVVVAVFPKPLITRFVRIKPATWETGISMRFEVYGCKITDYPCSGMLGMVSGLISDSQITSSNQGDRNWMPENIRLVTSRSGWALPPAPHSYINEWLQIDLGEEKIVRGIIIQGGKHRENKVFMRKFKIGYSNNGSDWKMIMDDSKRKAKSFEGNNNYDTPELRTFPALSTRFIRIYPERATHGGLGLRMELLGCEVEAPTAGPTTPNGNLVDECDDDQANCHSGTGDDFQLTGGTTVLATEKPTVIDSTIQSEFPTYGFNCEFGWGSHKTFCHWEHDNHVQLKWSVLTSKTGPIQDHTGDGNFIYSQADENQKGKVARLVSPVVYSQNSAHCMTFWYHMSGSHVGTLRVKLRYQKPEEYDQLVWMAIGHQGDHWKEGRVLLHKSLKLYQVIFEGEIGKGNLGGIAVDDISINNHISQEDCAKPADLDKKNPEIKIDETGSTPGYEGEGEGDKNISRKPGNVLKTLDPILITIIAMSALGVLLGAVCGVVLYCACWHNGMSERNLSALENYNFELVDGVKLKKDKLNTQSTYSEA
# MsrA inhibitor: bovine MsrA enzyme inhibitors, primary screen, biochemical, absorbance, HTS; Methionine sulfoxide reductase A (Bos taurus); purified bovine MsrA, absorbance read-out; inhibition, % at 15.5 µM; hit rate 0.75% among 360,000; in the data active = inhibition above about 4.5%;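 note: 0% = vehicle wells with enzyme and 100% = reference inhibitor wells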
# LMPTP block: LMPTP phosphatase inhibitors, primary screen, biochemical, fluorescence intensity, uHTS; Low molecular weight phosphotyrosine protein phosphatase (Homo sapiens), P24666; recombinant LMPTP-A, OMFP fluorogenic substrate; inhibition, % at 20 µM; hit rate 0.22% among 360,000; AID 651560, 2012;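 active = compounds that cut the enzyme signal by at least half of the control window in the single-dose screen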;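 note: plate controls were DMSO wells with enzyme plus substrate for no effect and substrate without enzyme for full effect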
#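 Material: LMPTP-A; amount: 0.625 nM enzyme; doses: single 20 µM dose; times: reaction 50 min, room temperature, dark; technique: fluorescence intensity of OMFP turnover product; benchmarks: no-enzyme and uninhibited controls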
# DNMT1 inh: human DNMT1 methyltransferase inhibitors, primary screen, biochemical, molecular beacon, fluorescence, HinP1I cleavage, uHTS; hit rate 0.83% among 360,000; AID 588458, 2011; DNA (cytosine-5)-methyltransferase 1 (Homo sapiens), P26358; inhibition (reported as % activation of signal), % at 10 µM; in the data active = inhibition above about 50%
# Scp-1 inhibitor: Scp-1 phosphatase inhibitors, primary screen, biochemical, colorimetric, uHTS; AID 493091, 2011; Carboxy-terminal domain RNA polymerase II polypeptide A small phosphatase 1 (Homo …; Recombinant Scp1, phosphopeptide, malachite green phosphate absorbance; hit rate 0.88% among 340,000; inhibition, % at 20 µM;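 active = inhibition above about 50% at 20 µM, limit read from the data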;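 note: plate controls were DMSO wells with enzyme for no effect and wells lacking enzyme for full effect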
# Target sequence (Q9GZU7 76-261 limits assumed): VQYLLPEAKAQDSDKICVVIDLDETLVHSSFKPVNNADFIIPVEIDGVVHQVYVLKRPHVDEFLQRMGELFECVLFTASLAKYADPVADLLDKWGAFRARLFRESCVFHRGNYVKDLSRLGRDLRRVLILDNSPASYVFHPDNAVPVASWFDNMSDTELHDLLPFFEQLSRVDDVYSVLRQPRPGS
#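 Test system: SCP-1 catalytic domain; Buffer or medium: Acidic Tris acetate buffer with magnesium and detergent; Also added: Phosphorylated 17-residue peptide substrate; Compound: single 20 µM dose, 1% DMSO; Schedule: enzyme reaction 45 min at room temperature, colour 5 min, stabilisation 30 min; Signal: Phosphate-binding colour reagent, absorbance read at 630 nm.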
# E coli Lon inh: inhibitors of E. coli Lon protease, primary screen, biochemical, fluorescence polarization; inhibition, % at 7.94 µM; hit rate 0.42% among 360,000; P0A9M0; purified E. coli Lon protease; in the data active = inhibition above about 13%, passing the limit was not always enough;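 note: 0% = enzyme with probe and DMSO and 100% = no enzyme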
# Active calls of the source: *; . = not tested or not shown.
# Below each SMILES: MsrA inhibitor	TbMetRS inhib	STEP inh	CendR NRP1 mod	SUMO1 PPI mod	DNMT1 inh	LMPTP block	Scp-1 inhibitor	E coli Lon inh	MsrA act
COc1ccc(C)cc1NC(=O)NNC(=O)c1ccoc1C
 : 0.4	-0.3	-2.2	-8.5	2.7	-1.5	-0.2	-9.5	-7.5	-2.8
CNc1nc(C)nc(N/N=C/c2ccccc2)n1
 : 1.2	0.1	2.3	-0.6	2.3	-3.8	0.2	-5.5	4.4	-2.7
CCOc1ccc(Br)cc1C1=NN(C(C)=O)C(c2ccc([N+](=O)[O-])s2)O1 (centres undefined)
 : 2.8	0.2	0.8	-0.9	-11.4	3.1	-1.4	-7.0	-5.2	5.0
CCC(=O)Nc1ccc(NC(=O)CSc2nnc(-c3ccco3)n2CC)cc1
 : 0.5	-0.2	-0.5	0.2	2.3	-0.7	-1.0	-3.1	5.8	0.6
CC(C)CCC(C)NC(=O)Cc1ccc(S(=O)(=O)N2CCOCC2)s1 (centres undefined)
 : 0.6	-0.3	0.7	-7.4	-0.6	-0.4	0.3	-4.6	-9.5	4.9
Cc1onc(-c2ccccc2Cl)c1C(=O)Nc1ccc(F)c(F)c1
 : 0.4	-0.6	-1.0	2.9	2.1	-3.1	0.4	-8.3	-1.2	-4.2
CN(C)S(=O)(=O)c1ccc(N2CCCC2)c(C(=O)NC2CCC(O)CC2)c1 (centres undefined)
 : 1.2	-0.1	1.0	-11.5	7.4	1.1	-1.5	-2.3	-2.9	-1.8
CCN(CC)CCCNC(=O)CSc1nc(C)cc(C)n1
 : -1.3	-1.1	-1.1	5.3	-6.9	-1.0	4.2	4.6	-1.2	-7.8
CC1(/[N+]([O-])=C/c2ccc(F)cc2)CCCCC1=O (centres undefined)
 : 0.5	-0.8	-1.6	-0.6	3.3	-0.2	-2.3	-7.9	-2.2	-5.3
O=C(Cn1ncc2c(=O)oc3ccccc3c21)N1CCc2ccccc2C1
 : -0.5	-1.7	-3.6	-8.3	0.7	-6.2	0.0	-6.5	-10.7	-12.2
O=C(COc1ccc2c3c(c(=O)oc2c1)CCC3)NC(Cc1ccc(Cl)cc1)C(=O)O (centres undefined)
 : 1.3	0.0	-2.6	-11.8	11.7	1.5	-1.4	9.5	-8.0	-0.5
CC1Cc2nc(SCC(=O)NCC3CCCO3)n(-c3ccccc3)c(=O)c2S1 (centres undefined)
 : 1.9	0.2	1.6	-4.3	-8.3	8.5	-0.2	.	-6.9	0.3
CCOC(=O)C1CCN(c2c(NCc3ccc(C(=O)NC(C)CC)cc3)c(=O)c2=O)CC1 (centres undefined)
 : -0.6	-1.8	-15.3	5.8	-3.8	6.4	-0.4	-7.6	-2.3	-9.6
COc1ccc(/C=N/NC(=O)c2ccc(NC(=O)C3CCCCC3)cc2)cc1O
 : 2.7	-0.8	0.5	0.3	0.5	-3.1	1.7	-4.6	-2.1	-7.4
CCOCCOc1nc2c(c(=O)n(C)c(=O)n2C)n1Cc1ccc(C)cc1
 : -0.4	-0.5	0.5	-10.2	4.7	3.1	-0.3	-3.4	-5.7	-11.7
C[n+]1ccccc1Nc1cc([N+](=O)[O-])ccc1N
 : 2.8	0.2	0.2	7.5	-10.8	0.3	0.2	69.1*	6.2	-0.9
NC(=S)NNc1cc(Cl)cc(Cl)c1
 : 0.4	8.1*	2.6	6.8	-0.6	3.8	-0.2	-2.2	-12.5	-1.0
NC(=S)NN=C1CCCCCCCC1
 : -0.5	-0.3	-0.8	2.0	3.3	5.9	-1.1	-10.4	-5.2	2.9
N#CC1(NC(=O)CN2CCN(S(=O)(=O)c3ccccc3F)CC2)CCCC1
 : -0.2	0.0	-0.4	16.9	-2.3	-1.5	-1.2	-6.8	-0.3	-0.9
CCCSc1ncc(Cl)c(C(=O)Nc2ccc(S(=O)(=O)N3CC(C)OC(C)C3)cc2)n1 (centres undefined)
 : 1.0	0.1	1.9	10.8	-8.0	-8.4	2.1	-11.0	0.7	-1.6
CCOC(=O)CNC(=O)N1C[C@H]2CON(C)[C@H]2C[C@H]1c1ccccc1Br
 : -0.9	-0.3	-1.6	-7.4	-0.8	-1.4	-1.6	.	-6.6	1.8
CC1CCCCC1NC(=O)COC(=O)COc1ccccc1F (centres undefined)
 : 2.8	-0.3	-0.5	10.2	1.9	4.1	-0.8	2.6	2.2	-1.9
Cc1ccc(C2(C)NC(=O)N(CC(=O)c3ccc4c(c3)OCCO4)C2=O)cc1 (centres undefined)
 : 0.8	-0.3	0.5	-5.9	2.5	-3.8	-0.6	2.3	8.6	-1.4
COc1ccc(NC(=O)CN2CCN(c3ccc(Cl)cc3)CC2)c(OC)c1
 : 0.0	-0.5	1.4	5.0	3.6	-4.5	0.3	-5.9	-1.2	-1.0
CCCn1nc(C(=O)NCCc2ccc(S(N)(=O)=O)cc2)c2ccccc2c1=O
 : -1.3	-0.7	-2.1	6.7	0.9	2.8	1.1	3.0	-7.6	-3.9
CN(C)C(CNC(=O)c1cccc(S(=O)(=O)NCc2ccccc2)c1)c1ccco1 (centres undefined)
 : -0.8	0.5	-2.5	-8.8	-32.6	-0.3	-8.6	-10.9	-3.1	-0.8
Cc1cccc(N2CCN(C(=O)CCS(=O)(=O)c3ccc(Br)cc3)CC2C)c1 (centres undefined)
 : 0.0	0.7	3.4	-6.8	-0.3	70.4*	0.4	83.9*	-1.2	-3.6
CCn1c(SCC(=O)Nc2c(C#N)cnn2-c2ccccc2)nnc1-c1cccs1
 : 0.7	1.6	1.1	12.3	0.8	-4.2	-0.8	-5.1	4.4	-2.7
Cc1ccc(CNC(=O)C2(S(=O)(=O)c3ccccc3)CC=CC2)cc1
 : .	-0.2	2.1	1.8	-1.6	1.6	-1.1	0.6	-3.9	-2.9
Clc1cc2nc(-c3cccnc3Cl)[nH]c2cc1Cl
 : -1.5	-0.8	1.3	2.9	34.5	-6.0	1.6	-1.6	-13.2	7.0

# The list goes on; it opens with the two that closed the last part.
# Below each SMILES: MsrA inhibitor	TbMetRS inhib	STEP inh	CendR NRP1 mod	SUMO1 PPI mod	DNMT1 inh	LMPTP block	Scp-1 inhibitor	E coli Lon inh	MsrA act
Cc1ccc(CNC(=O)C2(S(=O)(=O)c3ccccc3)CC=CC2)cc1
 : .	-0.2	2.1	1.8	-1.6	1.6	-1.1	0.6	-3.9	-2.9
Clc1cc2nc(-c3cccnc3Cl)[nH]c2cc1Cl
 : -1.5	-0.8	1.3	2.9	34.5	-6.0	1.6	-1.6	-13.2	7.0
CNC(=O)NC(=O)COc1c(F)c(F)cc(F)c1F
 : -1.2	-0.7	-4.8	6.7	1.2	-1.3	-2.8	-2.0	-8.6	-1.9
Cc1ccc(-c2cc(=O)[nH]c(NCc3ccccc3)n2)cc1
 : 0.5	0.6	-2.3	4.6	4.4	-1.3	-0.4	4.5	-3.7	-2.0
CCCCC(c1nc2ccccc2[nH]1)N(C(=O)c1ccccc1)c1ccccc1[N+](=O)[O-] (centres undefined)
 : -0.3	-0.3	2.6	-4.4	-1.2	1.6	0.1	.	9.6	-1.5
O=C(CN1CCN(C(=O)C2CCCO2)CC1)Nc1ccc(Br)cc1 (centres undefined)
 : 0.0	0.0	2.3	0.8	5.7	3.5	0.4	-10.7	-5.1	-1.0
O=c1c(-c2nn[nH]n2)coc2ccc(Cl)cc12
 : -0.3	-0.7	3.2	-1.2	7.3	-5.9	-1.4	-0.8	-7.3	-4.1
O/C(=C\c1ccc2ccccc2n1)c1ccc(O)cc1O
 : 4.0	-0.7	-21.8	-164.1	-13.5	-1.6	0.3	-7.4	-63.3	-1.2
COc1cc(C(=O)Nc2ccc(NC(=O)c3ccccc3Cl)nc2)cc(OC)c1OC
 : -0.9	-0.9	-7.4	8.9	7.3	-2.5	0.1	9.6	6.3	-13.2
CN(C)S(=O)(=O)c1ccc(C(=O)/C=C/c2cccnc2)cc1
 : -0.4	-0.1	-0.1	14.4	-4.6	1.2	-0.6	-7.1	-1.4	-0.5
COc1ccc(N2CCN(C(=O)CSc3nc4c(c(=O)n(C)c(=O)n4C)n3C(C)C)CC2)cc1
 : 2.0	-0.5	1.4	5.5	0.8	-2.8	-1.3	-8.0	0.9	0.3
CC(=O)C1=CCC(c2ccccc2)N(S(=O)(=O)c2ccc(C)cc2)C1 (centres undefined)
 : 0.7	-1.2	-0.2	-3.9	6.3	-6.1	-0.8	.	-3.4	-8.0
COc1ccc2ccccc2c1/C=N/NC(=S)NCCN1CCOCC1
 : 2.0	-0.8	-2.2	-11.6	-23.5	0.2	-1.7	14.9	9.8	-2.4
Cc1ccc(C(=O)N2CCN(c3ccc(NC(=O)c4cccnc4Cl)cc3)CC2)cc1
 : 1.0	-0.7	-1.7	2.7	-0.7	-1.9	-0.3	-3.0	-4.2	-4.6
CCOc1ccc2cc(C(=O)c3ccccc3)c(=O)oc2c1
 : 0.2	-0.1	-3.3	0.7	-13.5	2.2	-1.2	-5.2	1.8	-6.2
CC(C)CCN1CCC(CN2CCNC(=O)C2=O)CC1
 : -1.4	0.5	-0.2	-3.8	3.9	3.5	-2.5	3.9	-4.8	2.1
Cc1ccc(NC(=O)C2C3C=CC4(O3)C2C(=O)N(CCN2CCOCC2)C4C(=O)NC2CCCCC2)cc1C (centres undefined)
 : -1.1	-0.6	-2.6	2.6	7.8	0.9	-0.9	-3.6	-6.0	-1.5
CN(C)C(=O)c1cc2c(c(-c3cccc(C4=CCCCC4)c3)n1)[C@@H](CCO)N(S(=O)C(C)(C)C)C2 (some centres undefined)
 : 1.2	-0.8	-2.3	-15.6	-2.1	2.0	-1.8	.	-1.8	-4.7
CC1(C(=O)NS(=O)(=O)c2cccs2)CCN1C(=O)C1(c2ccccc2)CCCC1 (centres undefined)
 : 0.6	0.0	-2.1	4.2	3.5	0.4	-2.0	.	-3.5	4.5
COc1ccc(C(=O)N2CCN=C2c2ccccc2)cc1OC
 : -0.4	-0.4	-2.3	12.1	-2.3	-1.7	0.0	-7.4	2.5	-2.8

# The order is random. About 4.3% of those tested had a hit in this group.
